Screening data from PubChem.
sdo1 growth – growth rescue of sdo1-depleted yeast, primary screen, S. cerevisiae, bone marrow failure model; S. cerevisiae sdo1-depleted JHY4D growth rescue, OD600 30 h; stronger effect = higher value; pdr5 snq2 efflux-pump mutant strain; z-score at 10 µM; 140,000 tested, 0.21% active;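 active = z-score above 3 at both the 24 hr and the 30 hr optical density reads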;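 also: z-score against mean and SD of all compound wells on the same plate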
Insulin prom inh – inhibitors of insulin promoter-driven GFP, primary screen, imaging, TRM-6 cells (human fetal islet line), eGFP reporter, cell count. inhibition, % at 2 µM. 130,000 tested, 0.9% active. reporter expression induced with tamoxifen;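 active = inhibition above the mean plus 3 SD, with well images judged a real hit on visual review, cut at about 60% in these data, passing the limit was not always enough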
sdo1 growth Rescue 24 h – also measured in sdo1 growth; calls as there; z-score; S. cerevisiae sdo1-depleted JHY4D growth rescue, OD600; measured here: growth rescue at 24 h;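 0 is the plate mean of compound wells and units are plate SD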
* = called active by the depositor; / = not tested or not shown; & = joins results of further samples. An excerpt; rates above refer to the full screens.

SMILES	sdo1 growth	sdo1 growth Rescue 24 h	Insulin prom inh
Cn1nnnc1SCc1ccccc1F	-0.2	-0.51	/
O=C(Nc1ccccc1)C(Cc1ccccc1)NC(=O)C12CC3CC(CC(C3)C1)C2 (stereo unspecified)	0.03&-0.41	-0.99&-1.3	/
N#C/C(C(=O)N1CCOCC1)=C1/SC(Cc2ccc(F)cc2)C(=O)N1c1ccccc1 (stereo unspecified)	0.18	-0.27	6
CCCNC(=O)CN(CCc1ccccc1)S(C)(=O)=O	0.33	-0.03	-93
Cc1ccc(NC(=O)COC(=O)c2ccc(OCc3c(C)noc3C)cc2)cc1S(=O)(=O)N1CCOCC1	0.79	0.39	/
CC1CCc2ccc(F)cc2N1S(=O)(=O)c1cccs1 (stereo unspecified)	-0.51	0.17	69
O=C(NC1CCCC1)NS(=O)(=O)c1ccccc1Cl	1.7	2.6	17
Cn1cnc([N+](=O)[O-])c1Oc1cccc(O)c1	0.93	0.51	32
COC(=O)c1cn(CCOc2ccc(C)cc2)c2ccccc12	-1.5	-1.4	30
CCOC(=O)C(C(=O)OCC)N(C#N)c1nc(OC)nc(N(C)C)n1	0.19	-0.36	21
COc1ccc(OC)c(S(=O)(=O)N(C)CC(=O)N2CCN(c3ccccc3F)CC2)c1	-0.09	-0.23	-33
COc1ccc(C(=O)CSC2=C(C#N)C3(CCCCC3)C(C#N)=C(N)N2)cc1	-0.16	0.3	/

Six compounds already listed, arranged by the value under sdo1 growth Rescue 24 h, lowest first:
SMILES	sdo1 growth	sdo1 growth Rescue 24 h	Insulin prom inh
COC(=O)c1cn(CCOc2ccc(C)cc2)c2ccccc12	-1.5	-1.4	30
Cn1nnnc1SCc1ccccc1F	-0.2	-0.51	/
CCOC(=O)C(C(=O)OCC)N(C#N)c1nc(OC)nc(N(C)C)n1	0.19	-0.36	21
N#C/C(C(=O)N1CCOCC1)=C1/SC(Cc2ccc(F)cc2)C(=O)N1c1ccccc1 (stereo unspecified)	0.18	-0.27	6
Cn1cnc([N+](=O)[O-])c1Oc1cccc(O)c1	0.93	0.51	32
O=C(NC1CCCC1)NS(=O)(=O)c1ccccc1Cl	1.7	2.6	17

Back to the main list, starting three compounds before the break.
SMILES	sdo1 growth	sdo1 growth Rescue 24 h	Insulin prom inh
CCOC(=O)C(C(=O)OCC)N(C#N)c1nc(OC)nc(N(C)C)n1	0.19	-0.36	21
COc1ccc(OC)c(S(=O)(=O)N(C)CC(=O)N2CCN(c3ccccc3F)CC2)c1	-0.09	-0.23	-33
COc1ccc(C(=O)CSC2=C(C#N)C3(CCCCC3)C(C#N)=C(N)N2)cc1	-0.16	0.3	/
COc1ccc(CCNC(=O)CCCCCN2C(=O)c3ccccc3C2=O)cc1	-0.45	-0.93	-12
CC(=O)N1CCN(S(=O)(=O)c2cccc(C(=O)OCC(=O)NC(=O)c3cccn3C)c2)CC1	0.56	0.51	38
COc1ccc(C(=O)NCC(=O)OCC(=O)c2cc(OC)c(OC)c(OC)c2)cc1OC	0.62	0.43	/
Cc1ccc(-c2c(C)n([O-])c3c([n+]2=O)CCCCC3)o1	-0.11	-0.61	/
CCOC(=O)c1c(CC(C)C)csc1NC=O	-1.1	-0.65	31
Cc1ccc(S(=O)(=O)N2CCOCC2)cc1NC(=O)CN1CCN(c2ccc(O)cc2)CC1	2	0.64	-10
CN(Cc1ccccc1)Cc1nc2c(c(=O)n(C)c(=O)n2C)n1Cc1ccc(Cl)cc1	-2	-1.2	/
CSCCC(NC(=O)c1cc(C(C)(C)C)oc1C)C(=O)O (stereo unspecified)	-0.48	-0.24	-21
O=C(Nc1ccc(N2CCOCC2)cc1)C1CCCN(S(=O)(=O)c2ccccc2)C1 (stereo unspecified)	0.46	0.41	-7
O=[N+]([O-])c1ccc(-c2ccc(/C=N/Nc3nc(NCc4ccccc4)nc(N4CCOCC4)n3)o2)cc1	/	/	-200
C=C(C)c1cccc(C(C)(C)NC(=O)N2CCN(c3ccc(OC)cc3)CC2)c1	-1.1	-1.1	-14
COCCCN1C(=O)CC(C(=O)OC)=C1C	/	/	-30
COn1c(C)c(C(C)=O)c2c3nonc3ccc21	0.22	-0.57	12
CC(=O)NC1(C(Cl)(Cl)Cl)Oc2ccccc2O1	1.1	0.38	-48
CCOC(=O)C(NC(=O)Nc1ccc(Cl)cn1)(Oc1ccccc1)C(F)(F)F (stereo unspecified)	1.3	1.3	13
CCOC(=O)C1CCN(C(=O)C2CCN(S(=O)(=O)N3CCCC3)CC2)CC1	0.77	0.73	31
CCN(CC)c1nc2nonc2nc1N(CC)CC	0.25	0.03	-7
CC(=O)CSc1ncnc2c1oc1ccccc12	0.59	-0.29	36
CC(=O)CCc1c(C)c2cccc(C)c2[nH]c1=O	1.1	1.1	/
Cc1nccn1CCCNC(=O)CC1C(=O)NCCN1Cc1ccc(Cl)c(F)c1 (stereo unspecified)	/	/	5
Cn1c(=O)c2c(SCc3cccnc3)nc(CC(C)(C)C)nc2n(C)c1=O	-2.4	-1.7	/
CCOc1ccc2nc(NC(=O)C(NS(=O)(=O)c3cccs3)C(C)C)sc2c1 (stereo unspecified)	-1.2	-0.76	-26
COC(=O)Cn1c(C(=O)N2CCCC2)cc2c1C[C@H]1CN(C(=O)c3ccccc3)[C@@](Cc3ccc(F)cc3)(C(=O)OC)[C@@H]21	0.37	0.87	19
Cc1nc(NC(=O)CCc2ccccc2)ccc1Br	0.16	0.52	-83
S=C(NC1CCCCC1)N1CCn2cccc2C1c1ccncc1 (stereo unspecified)	/	/	-42
CCCN(CCC)C(=S)Nc1cc(C(=O)OC)ccc1C(=O)OC	-0.56	-0.95	24
Cc1cc(C)n(C(=O)c2cccc(S(=O)(=O)N3CCOCC3)c2)n1	0.47	0.47	65
NC(=S)NN=C(Cc1ccccc1)Cc1ccccc1	/	/	35
N#CCN1CCC/C1=C\[N+](=O)[O-]	0.13	0.31	-4
O=C(CNC(=O)c1cccc(F)c1)N/N=C/c1cccc([N+](=O)[O-])c1	1.9	0.21	12
NC(=O)C(Cc1ccccc1)NS(=O)(=O)c1ccc(N2CCCC2=O)cc1 (stereo unspecified)	0.08	-0.5	12
CC(C)Nc1nnc(SCC(=O)Nc2ccc3c(c2)C(=O)c2ccccc2C3=O)s1	-0.41	-0.09	-4
Nc1nnc(C(c2ccccc2)c2ccccc2)s1	0.33	0.91	0
C=CCC(NCc1ccco1)c1ccc(OC)cc1OC (stereo unspecified)	1.8	1.6	-11
COc1ccc(C2CC(=O)C3=C(C2)Nc2ncnn2C3c2ccccc2C)cc1 (stereo unspecified)	-0.61	-0.47	-23
S=C(NCCC(c1ccccc1)c1ccccc1)Nc1ccccc1Cl	-0.35	-0.03	-158
CCN(CC)CCCN(Cc1cc2cc3c(cc2[nH]c1=O)OCCO3)C(=O)Nc1ccc(F)cc1	0.43	0.27	50
CCn1nnnc1SCC(=O)c1ccc(C)cc1C	0.33	-0.07	53
Cc1nnc2sc(SCC(=O)Nc3ccc(Br)cc3)nn2c1=O	/	/	67
COc1cccc(Oc2ccc(C(F)(F)F)cc2NC(=O)c2cccc(F)c2)c1	-0.34	0.76	-17
CC(=O)SCC(C)C(=O)NCc1ccccc1 (stereo unspecified)	-0.3	-0.24	19
Cc1ccc(-c2cc(C(=O)N3CCN(C(=O)c4ccco4)CC3)no2)cc1	-0.44	-1.2	-406
CC(NC(=O)COC(=O)c1cn(-c2ccccc2)nc1-c1cccs1)c1ccccc1 (stereo unspecified)	-0.82	-0.24	19
Cc1ccc(C2C3CSCC=C3C(C#N)=C(N)C2(C#N)C#N)cc1 (stereo unspecified)	-2	-1.8	4
COc1ccccc1C(=O)Nc1ccc2c(c1)OCCO2	0.6	0.23	9
COc1ccc(CN(C(=O)CSc2nnc(-c3ccc(OC)c(OC)c3)o2)c2ccc(F)cc2)cc1	-0.23	0.53	38
Cc1oc(-c2ccccc2Cl)nc1CSCC(=O)N1CCCC1	-0.07	-0.14	/
CN1CCc2c(c3ccccc3n2C)C1	0.17	0.03	41
COc1ccccc1NC(=O)CCC(=O)OCc1ccc(Br)cc1	/	/	37
Cc1cccc2cc(CN(Cc3ccc(F)cc3)Cc3nnnn3C3CCCC3)c(=O)[nH]c12	-1.3	-0.78	-12
O=C(/C=C/c1cccc([N+](=O)[O-])c1)NCCSCc1c(Cl)cccc1Cl	-0.64	-0.14	-17
CC(C)C1=NN(C(=O)c2cccnc2)C(O)(C(F)(F)F)C1 (stereo unspecified)	0.73	0.5	-50
CC(C)c1ccc(/C=N/NC(=O)CC(=O)NCc2ccccc2)cc1	/	/	-11
Cc1[nH]c2ccccc2c1Cc1nnc(SCC(N)=O)o1	0.39	-0.16	-110
O=C(OCC(=O)N1CCOCC1)c1ccccc1Cc1ccccc1	0.35	0.42	/
CCOC(=O)CSc1ncnc2c1cnn2-c1ccc(C)cc1	-0.66	0.09	-14
COc1ccc(-c2noc(CCCOc3ccccc3)n2)cc1OC	-0.43	-0.42	-22
COc1ccc(/C=N/NC(=S)Nc2ccccc2)cc1COc1ccc(F)cc1F	-0.27	-0.09	-22
C[C@@H]1NC(=O)[C@H](CCCN=C(N)N)NC(=O)c2cc([N+](=O)[O-])cc(I)c2NCCC[C@@H](C(N)=O)NC1=O	0.95	0.86	15
CCN1C(=C(C#N)C#N)C=Cc2cc(C)ccc21	/	/	-12

New compounds follow.
SMILES	sdo1 growth	sdo1 growth Rescue 24 h	Insulin prom inh
CC1(C)C=Cc2c(c3ccccc3[nH]c2=O)O1	-0.55	-0.48	/
C[C@]12CC[C@@H]3c4ccc(O)cc4CC[C@H]3[C@@H]1CC[C@@H]2O	-0.89	-0.88	-95
CC1CCN(c2ccc(/C=N/n3nnnc3N)cc2[N+](=O)[O-])CC1	-2	-0.44	2
COC(=O)N/N=C/c1cc(Cl)cc(Cl)c1OCc1ccccc1F	-0.87	-0.95	5
O=C(c1cc(Sc2cccc(Cl)c2)nc2ccccc12)N1CCN(c2ccccn2)CC1	/	/	-136
COc1ccc(-c2nn(CCC(=O)O)cc2CCC(=O)O)cc1	1.4	0.82	25
O=C(NCCc1ccccc1)C1CC(c2ccccc2O)=NO1 (stereo unspecified)	-0.86	-1.4	-38
O=C(NCCN1CCCC1)C1COc2ccccc2O1 (stereo unspecified)	0.16	-0.52	15
O=C(COC(=O)CCCN1C(=O)c2cccc3cccc(c23)C1=O)Nc1ccc(Cl)cc1	0.06	0.93	/
COc1ccccc1-c1cn(S(=O)(=O)c2ccc(F)cc2)nc1N	-0.45	-0.64	7
C=CCNc1sc(C(=O)C(C)(C)C)c(N)c1C#N	-0.55	-0.68	-1
O/N=C(\c1ccc(Cl)cc1)c1cc2ccccc2o1	-2.1	-0.98	/
CCSc1nnc(NC(=O)c2csc3c2CCC(C)C3)s1 (stereo unspecified)	-0.29	-0.4	13
COc1ccc(C2=NN(C(=O)CSC3=NN4CCCC(=O)N=C4S3)C(c3cccc(OC)c3OC)C2)cc1 (stereo unspecified)	/	/	11
Cc1ccc(N(C(=O)NC2CCCCC2)C2=NCCCCC2)cc1	-0.79	-0.86	/
CCn1cc(CNC(=O)c2cc(COc3ccc(F)cc3F)on2)cn1	/	/	40
Cn1nnnc1SCC(=O)N1CCN(C(c2ccccc2)c2ccccc2)CC1	-0.6	-0.6	-19
COC(=O)c1ccc(NN=Nc2ccc(C)cc2)cc1	-0.05	-0.03	-41
CC1=C/C(=N\NC(=O)c2cccs2)CC(C)(C)C1	/	/	-6
CCn1c(CNC(=O)c2ccc(OC)cc2)nnc1SCC(=O)c1ccccc1	0.67	-0.32	-169
O=C(Nc1cccc(Cl)c1Cl)c1ccc(-c2ccccc2)cc1	-0.33	0.6	/
CN(c1ccc(C(=O)N2CCOCC2)cc1)S(C)(=O)=O	1.4	0.19	-7
COc1ccc(C2C(C(=O)N3CCN(C)CC3)c3cc(OC)c(OC)cc3C(=O)N2C)cc1 (stereo unspecified)	/	/	0
COc1ccccc1OCCOc1ccc(/C=C2/C(=N)N3OC(C)=CC3=NC2=O)cc1OC	1.2	2.8	-29
Clc1ccc(OCc2nnc(SCCN3CCCCC3)n2Cc2ccco2)cc1	0.17	0.12	/
O=C(CSc1ccc(-c2cccnc2)nn1)N1CCCc2ccccc21	/	/	-17
COC(=O)c1ccc(/C=C(\C#N)c2ccccn2)cc1	/	/	19
Cc1nnc(SCC(=O)NNC(=O)CC#N)[nH]c1=O	1.1	0.58	48
CCOc1ccc(OCC)c(NC(=O)c2ccc(CNc3c(N4CCOCC4)c(=O)c3=O)cc2)c1	0.45	0.43	/
Cc1nn(Cc2ccc(F)cc2)c(C)c1NC(=O)c1cc(-c2ccco2)on1	-0.43	-0.07	0
C=CCNc1nc(Nc2ccc(-c3nc4ccccc4o3)cc2)nc(N2CCOCC2)n1	0.1	0.66	/
CC(C)(C)c1ccc(C(=O)/C=C2\NC(=O)CS2)cc1	0.16	-0.32	19
c1ccc2c(c1)nc(N1CCOCC1)c1ccccc12	/	/	50
O=C(CC1C(=O)NC2CCCCC2N1C(=O)c1ccc([N+](=O)[O-])cc1)Nc1ccccc1 (stereo unspecified)	/	/	-53
Cc1c(OCc2ccccc2)c(=O)ccn1Cc1ccc(F)cc1	/	/	-2
CC(=O)N[C@@H]1c2c(ccc3ccccc23)OC[C@@H]1COC(C)=O	/	/	7
O=C(COc1ccc(Cl)cc1Br)NC(=O)NCc1ccccc1	0.21	1.6	-92
CS(=O)(=O)N(CC(=O)Nc1ccc2c(c1)OCCO2)c1ccc2c(c1)OCO2	0.83	1.1	39
COc1ccc(-c2csc(NC(=O)CN3C(=O)CCC3=O)n2)cc1	/	/	-11

Arranged by length of the SMILES (largest number first): part of the list above.
SMILES	sdo1 growth	sdo1 growth Rescue 24 h	Insulin prom inh
CS(=O)(=O)N(CC(=O)Nc1ccc2c(c1)OCCO2)c1ccc2c(c1)OCO2	0.83	1.1	39
CC(C)(C)c1ccc(C(=O)/C=C2\NC(=O)CS2)cc1	0.16	-0.32	19
c1ccc2c(c1)nc(N1CCOCC1)c1ccccc12	/	/	50
